Apoferritin bind: candidate novel general anesthetic via apoferritin binding. apoferritin/1-aminoanthracene competitive binding, fluorescence. Potency, µM (highest dose often 77.5 µM), for the others: top-dose activity change, negative = displacement, most hits filed as inhibitors. P02791. AID 485281. 350,000 compounds, 0.074% hits; active means well fitted inhibition curve with a large enough effect; inconclusive means small, poorly fitted or top-dose-only effect; inactive means no such curve, though single readings can be large or run the other way; further: nearly all actives have a fitted effect of over 20% in size
Target sequence (P02791 2-175 limits assumed): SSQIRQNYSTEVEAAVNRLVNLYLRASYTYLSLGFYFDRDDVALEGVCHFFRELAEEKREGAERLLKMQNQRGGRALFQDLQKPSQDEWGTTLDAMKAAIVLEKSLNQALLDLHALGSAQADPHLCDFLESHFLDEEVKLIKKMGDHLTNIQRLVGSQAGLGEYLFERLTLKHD
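In PBS, apoferritin at 10 uM is loaded with 1-AMA from a 50% saturated solution. After 10 min of compound exposure at ambient temperature, reduced 535 nm fluorescence indicates probe displacement.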
* marks the source's active call; other numbers are inactive results; ? = inconclusive; & = joins results of further samples; [ ] = dose if it differs, or a comment. On the % scale 0 is the no-effect control and ±100 the full control effect; potency means the concentration at half of the fitted maximal effect.

SMILES	Apoferritin bind
COc1ccc2[nH]cc(CCNC(=O)C3CC3)c2c1	1%
CC(=O)c1c(O)cc(O)cc1O	-3%
CNc1ncnc2ccc(-c3cccc(NS(C)(=O)=O)c3)cc12	0%
C=CC[C@@H]1C=C[C@H](ON=C(C)C)[C@H](CO)O1	1%[15.3 µM]
COc1ccc(-c2ccc(C)cc2)cc1C1C2C=CCC(C)C2C(=O)N1Cc1ccccc1 (configuration not stated)	54%[activator]
C[C@@H]1C[C@H](OC(=O)[C@@H](O)c2ccccc2)CC(C)(C)N1C	0%[29.3 µM]
COc1ccc2c(c1)OCC(Cc1ccc(OC)c(OC)c1)C2=O (configuration not stated)	1%
Cc1noc(C)c1-c1ccc2ncnc(NCc3cccc(C(F)(F)F)c3)c2c1	-23%
O=S1(=O)NCC23CCC(CC21)O3 (configuration not stated)	-5%
COc1ccc(Cl)cc1-c1ccc(C(=O)O)s1	-1%[163 µM]
CCCCC(CC)C/C=C1\CC(C(=O)OCC)Oc2ccccc21 (configuration not stated) (tested in a mixture with another compound)	42%[activator][110 µM]
CC/C=C\CC[C@H](OC(=O)c1ccc(Br)cc1)C1=CCCCC1=O	-12%[15.3 µM]
CNC(=O)[C@H]1O[C@@H](n2cnc3c(NCc4ccc(N)cc4)ncnc32)[C@H](O)[C@@H]1O	-4%
CC(=O)Nc1ccn(C2OC(C(COC(C)=O)NC(=O)C(Cc3ccccc3)NC(=O)OC(C)(C)C)C(OC(C)=O)C2OC(C)=O)c(=O)n1 (configuration not stated)	-5%
CCC/C=C(\CCC)C(NC(=O)c1cccs1)c1ccc(C(=O)OC)cc1 (configuration not stated)	-13%
CC(=O)OCC(=O)[C@@]1(O)CCC2C3CCC4=CC(=O)CC[C@@]4(C)[C@]3(F)C(O)C[C@]21C (some centres not stated)	-1%
C[C@@H](c1ccccc1)N1C(=O)[C@H]2[C@H]3[C@H](O)[C@H](O)C/C(=N/OCc4ccccc4)[C@@H]3CC[C@@H]2C1=O	-13%[15.3 µM]
O=C1CC2(CCCC2)CC(=O)N1CCCCNCC1COc2ccccc2O1 (configuration not stated)	-13%
COc1cc(OC)c2c(c1)OC(=O)CC2c1cc(OC)c(OC)c(OC)c1 (configuration not stated)	-10%[110 µM]
O=C(c1ccc(Nc2nccc(-c3cc4ccccc4s3)n2)cc1)N1CCC(N2CCCC2)CC1	-23%
O=C1[C@@H]2[C@H]3[C@H](O)[C@H](O)C/C(=N/OC[C@@H](O)COCc4ccco4)[C@H]3CC[C@H]2C(=O)N1c1ccc(F)cc1F	-14%[15.3 µM]
COc1cccc2c1CCC1=CC(=O)CC[C@@]12C	-3%
CC(C)=CCC/C(C)=C/CO/N=C1/[C@H]2O[C@@H]2[C@@H](O)[C@H]2[C@H]1CCn1c(=O)n(-c3ccccc3)c(=O)n12	3%[15.3 µM]
CN(C)c1ccc(-c2nc(NCc3cccnc3)c3ccccc3n2)cc1	-4%
CCC(C(=O)O)c1ccccc1 (configuration not stated)	42%[activator]
CCOCC	1%
COc1ccc(O[C@H]2C=C[C@@H](c3ccccc3)O[C@H]2CO/N=C\C[C@@H]2C=C[C@H](OC(C)=O)[C@H](COC(C)=O)O2)cc1	-13%[15.3 µM]
COc1cc(C2c3[nH]c4ccccc4c3CC3C(=O)N4C(Cc5c([nH]c6ccccc56)C4c4cc(OC)c(OC)c(OC)c4)C(=O)N32)cc(OC)c1OC (configuration not stated)	-3%[15.3 µM]
CC(=O)OCC1OC(C#Cc2ccccc2)C=CC1OC(C)=O (configuration not stated)	-1%&4%[15.3 µM]
CC1CC[C@@]2(OC1)OC1CC3C4CC=C5CC(O)CC[C@@]5(C)C4CC[C@]3(C)C1C2C (some centres not stated)	-1%
COc1cc2c(c(OC)c1OC)C(c1ccc(O)cc1)CC(=O)O2 (configuration not stated)	-9%[110 µM]
CCc1c2c(nc3ccc(OC)cc13)OC(CC)C2 (configuration not stated)	-8%
OCCC(O)CO (configuration not stated)	4%&7%&2%
CO[C@H]1COC(=O)C/C=C\[C@H](C)[C@H](OC)COC(=O)[C@@H](C)NC(=O)C/C=C\[C@@H]1C	4%[15.3 µM]
CCCn1c(C)nc2c(NCCCCN(C)C)nc(C)nc21	-2%
COc1ccc(/C=C/c2ccccc2)cc1C1C2C=CCC(C)C2C(=O)N1Cc1ccccc1 (configuration not stated)	-2%
COc1ccc(C2CC(c3ccccc3)Oc3c(C)ccc(C(C)C)c32)cc1 (configuration not stated)	53%&55%[activator]
C[N+](C)(C)CCOP(=O)([O-])OP(=O)(O)OCC1OC(n2ccc(N)nc2=O)C(O)C1O (configuration not stated)	1%
CCC/C=C1/CCCOC(C(=O)NCc2ccc(C)o2)(C(F)(F)F)C1 (configuration not stated)	-17%
C=CC1=C(C(=O)O)N2C(=O)[C@@H](NC(=O)/C(=N\OCC(=O)O)c3csc(N)n3)[C@@H]2SC1	2%[29.3 µM]
COc1ccc(-c2c(C)cc3oc(=O)cc(-c4ccccc4)c3c2C)cc1	-14%[110 µM]
CCN(CC)CCC(c1ccc(N(C)C)cc1)c1c(OC)cc(OC)c2c1OC(=O)CC2c1ccc(OC)cc1 (configuration not stated)	-14%
CCC[C@H]1C[C@H](C(=O)N[C@H]([C@@H]2O[C@H](SC)[C@@H](O)[C@H](O)[C@@H]2O)[C@H](C)O)N(C)C1	-2%[29.3 µM]
O=C1c2c(O)cc(O)cc2O[C@H](c2ccc(O)c(O)c2)C1O (some centres not stated)	79%[activator]
CC=C1C2C=C(C)CC1(N)c1ccc(=O)[nH]c1C2 (configuration not stated)	2%
COc1cc(OC)c2c(-c3cccc(-c4cccc(N)c4)c3)cc(=O)oc2c1	-19%[110 µM]
COc1cccc(C2=Nn3c(nnc3-c3cc(OC)cc(OC)c3)SC2)c1	?
CC[C@H](C)[C@H](NC(=O)[C@H](CCCN=C(N)N)NC(=O)[C@H](CCCN=C(N)N)NC(=O)[C@H](CC(C)C)NC(=O)[C@H](Cc1ccccc1)NC(=O)CNC(=O)CN)C(=O)N[C@@H](CCCN=C(N)N)C(=O)N1CCC[C@H]1C(=O)N[C@@H](CCCCN)C(=O)N[C@@H](CC(C)C)C(=O)N[C@@H](CCCCN)C(=O)O	0%
CC(C)CC(N)C(=O)NC(C)C(=O)O (configuration not stated)	7%
COCCNC(=O)C1(CC(C)C)C=CCN1C(=O)c1ccccc1 (configuration not stated)	4%
CC(C)=NOCc1cccc(-c2cc(-c3ccccc3)no2)c1	-4%[15.3 µM]
CC(=O)[C@H]1[C@H](C#N)CC2C3CC=C4C[C@@H](O)CCC4(C)C3CCC21C (some centres not stated)	-10%
O=c1[nH]c2cc(Cl)ccc2c(O)c1-c1cccc(Oc2ccccc2)c1	-7%
Cc1nc(NCc2ccccc2)c2nc(-c3ccccc3)n(CCCN(C)C)c2n1	4%
CC1(C)C[C@@H]2C(=O)CCC3O[C@@]3(C)CCC21 (some centres not stated)	0%
CC1=CCc2c(cc3oc(C)cc(=O)c3c2O)OC1	-2%
COC(=O)c1ccc(C(NC(=O)OCc2ccccc2)/C(C)=C/[C@@H](C)C(=O)NCCc2c[nH]c3ccc(OC)cc23)cc1 (some centres not stated)	-2%
C#CCCCO/N=C1/C[C@@H](O)[C@@H](O)[C@@H]2[C@@H]3C(=O)N(Cc4ccc5c(c4)OCO5)C(=O)[C@H]3CC[C@H]12	2%[15.3 µM]
CC(=O)OC1CC[C@@]2(C)C3=CC(=O)[C@]4(C)C(CC5OC6(OCC(C)CC6Br)C(C)C54)C3CC[C@H]2C1 (some centres not stated)	1%
COC(=O)[C@@]1(Cc2ccc(OC)cc2)[C@H]2c3cc(C(=O)N(C)C)n(Cc4nc5ccccc5[nH]4)c3C[C@H]2CN1C(=O)c1ccccc1	7%

(next part)
SMILES	Apoferritin bind
COc1ccc(C#CC2C=CC(OC(C)=O)C(COC(C)=O)O2)cc1 (configuration not stated)	1%&3%[15.3 µM]
c1ccc(Nc2ncnc3ccc(-c4cccnc4)cc23)cc1	-2%
CCCCCCNC(=O)Nc1ccc(S(=O)(=O)Nc2ccc(CCNC[C@H](O)COc3ccc(O)cc3)cc2)cc1	-16%
CCCCCC(=O)/C=C/C=C\C/C=C\C/C=C\CCCC(=O)O	5%
O=c1c(-c2ccc(O)cc2)coc2cc(O[C@@H]3O[C@H](CO)[C@H](O)[C@H](O)[C@H]3O)ccc12	-11%
CC(C)CC1NC(=O)C(CCCN)NC(=O)C(C(C)C)NC(=O)C2CCCN2C(=O)C(Cc2ccccc2)NC(=O)C(CC(C)C)NC(=O)C(CCCN)NC(=O)C(C(C)C)NC(=O)C2CCCN2C(=O)C(Cc2ccccc2)NC1=O (configuration not stated)	6%
CC(C)C1COc2cc3oc(=O)ccc3cc2O1 (configuration not stated)	-2%
CC1(C)OC(C(O)(c2ccccc2)c2ccccc2)C(C(O)(c2ccccc2)c2ccccc2)O1 (configuration not stated)	-19%[15.3 µM]
CCC1(CC)C(=O)C2=C3C1[C@H](C(=O)OC)CC(C(=O)OC)C[C@H]3[C@H]1C(=O)N(C)C(=O)[C@H]1[C@H]2C (some centres not stated)	-1%
COc1ccc(-c2ccc(OC)c(C3C4C=CCCC4(C)C(=O)N3Cc3ccccc3)c2)cc1 (configuration not stated)	6%
COC(=O)c1ccc(C(NC(=O)OCc2ccccc2)/C(C)=C/[C@@H](C)C(=O)N(C)Cc2cccnc2)cc1 (some centres not stated)	-5%
CC(=O)OCC1=C(C(=O)O)N2C(=O)[C@@H](NC(=O)CSc3ccncc3)[C@@H]2SC1	3%[29.3 µM]
CCCn1c(-c2ccc(F)cc2)nc2c(N(C)CCN(C)C)nc(C)nc21	6%
CCCCC/C=C\C/C=C\C/C=C\C/C=C\CCCC(=O)OC(CO)CO	-7%&-11%
CC(=O)O[C@]1(C)CC[C@]23CC1C(C)(C)C2CC[C@@H]3C (some centres not stated)	-11%
COC(=O)/C=C/c1cccc([C@H]2[C@@H]3C=CC[C@@H](C)[C@@H]3C(=O)N2Cc2ccccc2)c1	-21%[110 µM]
O=C1C2C(c3ccccc3)CC=CC2C(c2ccc3ccccc3c2)N1Cc1ccccc1 (configuration not stated)	-1%
c1csc(CNc2ncncc2-c2ccc3c(c2)OCO3)c1	-13%
COCCNc1cc(-c2ccccc2CN(C)C)ncn1	-3%
O=C(Nc1ccc(O)c2c(=O)cc(-c3ccccc3Cl)oc12)c1cc(Cl)cc(Cl)c1	-18%
O=C(O)c1ccc(-c2c3nc(c(-c4ccc(C(=O)O)cc4)c4ccc([n-]4)c(-c4ccc(C(=O)O)cc4)c4nc(c(-c5ccc(C(=O)O)cc5)c5ccc2[n-]5)C=C4)C=C3)cc1.[Mn+3]	5%&4%
CC(=O)N1C2(C=CC1(C)C(=O)NCc1cc(F)cc(C(F)(F)F)c1)CCCCC2 (configuration not stated)	-18%
O=C1[C@@H]2[C@H]3C(=CC[C@@H]2C(=O)N1Cc1ccccc1)C1(OCCCO1)[C@H]1O[C@@H]1[C@H]3O	-5%[15.3 µM]
C/C1=C\[C@@H](O)C(C(C)C)C(OC(=O)c2ccc(O)cc2)C/C(C)=C/CC1 (some centres not stated)	?
COCCn1c(C(=O)N2CCCC2)cc2c1C[C@H]1CN(C(=O)c3ccccc3)[C@@](Cc3ccccc3)(C(=O)OC)[C@@H]21	-12%
COC(=O)NC(c1ccccc1)[C@]1(C(C)=O)CCCC1=O (some centres not stated)	0%[15.3 µM]
COc1ccc(-c2ccccc2[C@H]2[C@@H]3C=CC[C@@H](C)[C@@H]3C(=O)N2Cc2ccccc2)cc1	115%[activator][110 µM]
CCOC(=O)[C@H](CCc1ccccc1)N[C@@H](C)C(=O)N1[C@H](C(=O)O)C[C@H]2CCCC[C@@H]21	-13%
CCc1c2c(nc3cccc(C(C)C)c13)-c1cccc(=O)n1C2	76%[activator]
COC(=O)[C@@H]1CC[C@H](C)[C@@H](c2ccc(C)cc2)N1C(=O)c1ccc(/C=N\OC[C@@H](O)[C@H]2O[C@H]3OC(C)(C)O[C@H]3[C@@H]2O)cc1	-13%[15.3 µM]
CC1=CC(=O)C2=C(C)CC[C@H]3[C@H](C)C(=O)O[C@@H]3C12 (some centres not stated)	-9%
CNC(=O)C1(C)C=CC2(CCCCC2)N1C(C)=O (configuration not stated)	1%

Among those listed so far, eleven have a halogen:
SMILES	Apoferritin bind
Cc1noc(C)c1-c1ccc2ncnc(NCc3cccc(C(F)(F)F)c3)c2c1	-23%
COc1ccc(Cl)cc1-c1ccc(C(=O)O)s1	-1%[163 µM]
CC/C=C\CC[C@H](OC(=O)c1ccc(Br)cc1)C1=CCCCC1=O	-12%[15.3 µM]
CC(=O)OCC(=O)[C@@]1(O)CCC2C3CCC4=CC(=O)CC[C@@]4(C)[C@]3(F)C(O)C[C@]21C (some centres not stated)	-1%
O=C1[C@@H]2[C@H]3[C@H](O)[C@H](O)C/C(=N/OC[C@@H](O)COCc4ccco4)[C@H]3CC[C@H]2C(=O)N1c1ccc(F)cc1F	-14%[15.3 µM]
CCC/C=C1/CCCOC(C(=O)NCc2ccc(C)o2)(C(F)(F)F)C1 (configuration not stated)	-17%
O=c1[nH]c2cc(Cl)ccc2c(O)c1-c1cccc(Oc2ccccc2)c1	-7%
CC(=O)OC1CC[C@@]2(C)C3=CC(=O)[C@]4(C)C(CC5OC6(OCC(C)CC6Br)C(C)C54)C3CC[C@H]2C1 (some centres not stated)	1%
CCCn1c(-c2ccc(F)cc2)nc2c(N(C)CCN(C)C)nc(C)nc21	6%
O=C(Nc1ccc(O)c2c(=O)cc(-c3ccccc3Cl)oc12)c1cc(Cl)cc(Cl)c1	-18%
CC(=O)N1C2(C=CC1(C)C(=O)NCc1cc(F)cc(C(F)(F)F)c1)CCCCC2 (configuration not stated)	-18%

Filtered by structure: those above containing two or more sulfur atoms
SMILES	Apoferritin bind
C=CC1=C(C(=O)O)N2C(=O)[C@@H](NC(=O)/C(=N\OCC(=O)O)c3csc(N)n3)[C@@H]2SC1	2%[29.3 µM]
CC(=O)OCC1=C(C(=O)O)N2C(=O)[C@@H](NC(=O)CSc3ccncc3)[C@@H]2SC1	3%[29.3 µM]

High-throughput results as filed in PubChem.

Only part of the results is shown; the hit share may differ from the screen's.
